CHT inh – inhibitors of human choline transporter CHT | Q9GZV3 | CHT-expressing cells, membrane potential dye, choline response; active compounds read low | B-score at 10 µM | 0.86% of 310,000 active;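 active = B-score over 3 SD under the library average, and starting fluorescence ratio not unusually high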;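 also: choline stimulus applied at its EC90 after an EC20 pre-addition; B-score computed on integrated fluorescence ratio after choline addition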
STK33 kinase inh – blocks human STK33 kinase activity; Q9BYT3; purified STK33, MBP phosphorylation, ADP-Glo luminescence; inhibition, % at 10 µM; 0.073% of 320,000 active; AID 2661;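 active = inhibition at or above 25%, using the most active replicate where run in duplicate; inactive = inhibition below 25%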
Target sequence (Q9BYT3 whole entry, looked up): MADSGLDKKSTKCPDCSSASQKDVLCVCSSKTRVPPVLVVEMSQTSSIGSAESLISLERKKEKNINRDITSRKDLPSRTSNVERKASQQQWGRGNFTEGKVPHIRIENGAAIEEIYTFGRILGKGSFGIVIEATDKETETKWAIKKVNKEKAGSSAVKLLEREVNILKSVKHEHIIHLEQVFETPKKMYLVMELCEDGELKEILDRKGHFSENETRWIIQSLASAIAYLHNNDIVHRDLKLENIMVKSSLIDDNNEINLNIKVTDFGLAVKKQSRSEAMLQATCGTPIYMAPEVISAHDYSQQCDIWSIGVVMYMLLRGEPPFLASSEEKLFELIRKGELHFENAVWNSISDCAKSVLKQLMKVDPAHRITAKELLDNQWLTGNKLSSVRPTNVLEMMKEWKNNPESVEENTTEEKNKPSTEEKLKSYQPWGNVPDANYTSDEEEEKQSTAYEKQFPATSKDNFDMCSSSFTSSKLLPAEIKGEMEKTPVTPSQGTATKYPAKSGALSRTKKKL
CHT allo act – allosterically activates the human high affinity choline transporter; Q9GZV3; 0.49% of 310,000 active; CHT-expressing cells, membrane potential dye, choline EC20; active compounds read high; LV-AA mutant CHT in HEK293 cells; B-score at 10 µM;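 active = initial fluorescence not abnormally high and integrated response B-score, plate-corrected, over 3 SD above library mean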
* = called active by the depositor; i = inactive; · = not tested or not shown.

SMILES	CHT inh	STK33 kinase inh	CHT allo act
COc1cc(C2=NOC(C(=O)N3CCOCC3)C2)cc(OC)c1OC (stereo not given)	i	-0.9	i
O=C(Nc1cccc2ncccc12)c1ccc(-c2ccc(Br)cc2)o1	i	-0.3	i
CC(C)(C)c1ccc(C(=O)NC(=S)NNC(=O)COc2ccccc2)cc1	-5.1*	-1.7	i
CCOC(=O)CCc1c(C)c2ccc(OCC(=O)N3CCOCC3)c(C)c2oc1=O	i	-1.5	i
COc1ccccc1C(=O)NCCN=C1NS(=O)(=O)c2ccccc21	i	0.1	i
O=C(NC(C(=O)N/N=C/c1cccnc1)c1n[nH]c(=O)c2ccccc12)c1ccccc1 (stereo not given)	i	1.1	i
C=C1CC2C(=O)N(Cc3cc(OC)ccc3OC)C(C(=O)OCC)(C(=O)OCC)C1N2C(=O)OC(C)(C)C (stereo not given)	i	-1.7	i
Nc1c(C(=O)NCc2ccccc2)nnn1Cc1ccc(F)cc1	i	0.5	i
Cc1cccc(-n2c(SCc3ccc(C#N)cc3)nnc2-c2c[nH]c3ccccc23)c1	i	-0.1	i
c1ccc(-c2nc(-c3ccccn3)no2)cc1	i	0.7	i
CCN(CC(=O)Nc1c(F)cccc1F)C(=O)CNC(=O)c1cccc(C)c1	i	0.1	i
Nc1nc(NCC2CCCO2)nc(Nc2ccc(F)cc2)c1[N+](=O)[O-] (stereo not given)	i	0.4	i
CCc1ccccc1N(CC(=O)NCc1ccco1)C(=O)CCC(=O)Nc1ccccn1	i	-0.6	i
CCN(C1CCCCC1)S(=O)(=O)c1ccc(OC)c(C)c1	i	1.0	i
CC(OC(=O)c1ccccc1NCc1ccco1)C(=O)Nc1ncc(Cl)cc1Cl (stereo not given)	i	0.6	i
CS(=O)(=O)c1ccc(C(=O)Nc2ccc(N3CCCCC3)cc2)c(Cl)c1	i	-0.2	i
Cc1cc(-c2ccc(NC(=O)[C@@H]3CCCC[C@@H]3C(=O)O)c(C)c2)ccc1NC(=O)[C@@H]1CCCC[C@@H]1C(=O)O	i	-3.6	i
COc1cc(/C=C2/SC(=S)N(CC(=O)O)C2=O)ccc1OC(=O)c1ccco1	i	0.5	i
Cc1cc(C)nc(NC2=NC3CCCCC3N2)n1 (stereo not given)	i	-0.2	i
O=C(Nc1ccccn1)C1CCN(S(=O)(=O)c2cccc3nonc23)CC1	i	-0.5	i
COCCn1c(SCC(=O)Nc2nnc(C)s2)nnc1-c1ccncc1	i	·	i
CCOC(=O)[C@H]1[C@H]2COc3ccc(Cl)cc3[C@@H]2N2C(=O)c3ccccc3NC(=O)[C@@]12C	i	3.0	i
CC(/C=N/NC(=O)c1nnn(-c2nonc2N)c1CN1CCCCC1)c1ccccc1 (stereo not given)	i	0.0	i
CCOC(=O)N1CCN(C(c2cccnc2)c2ccc3cccnc3c2O)CC1 (stereo not given)	i	-2.0	i
CCCc1nc2oc3c(OCC)ncnc3c2c2c1COC(C)(C)C2	i	-0.4	i
O=C1CCCCC/C1=N/Nc1ccc(OCc2ccccc2)cc1	i	0.0	i
CCN(c1ccc(NC(=O)c2ccc(N3CCCC3=O)cc2)cc1)C(C)C	i	·	i
Cc1ccc2c(NC(=S)NC(=O)c3ccccc3)cccc2n1	i	2.4	i
C=CCOc1c2ccc(C(=O)NC3CCCc4ccccc43)cc2nn1C (stereo not given)	i	0.5	i
CN1CCc2c(sc3c2c(=O)n(-c2cccc(Cl)c2)c2nncn32)C1	i	0.6	i
O=C(COc1ccccc1Br)NCc1ccccn1	i	-0.7	i
O=Cc1ccc(OC(=O)c2cccnc2)cc1	i	-0.9	i
N#CCC(=O)NC1CCC(CC2CCC(NC(=O)CC#N)CC2)CC1 (stereo not given)	i	-0.4	i
Cc1ccccc1NC(=O)C1CCN(S(=O)(=O)c2cccs2)CC1	i	-0.4	i
CC1Cc2ccccc2N1C(=O)COC(=O)Cn1nnc(-c2ccccc2)n1 (stereo not given)	i	-0.9	i
COc1ccccc1-n1cc(CN2CCN(CC(C)C)C(CCO)C2)cn1 (stereo not given)	i	-1.2	i
CCOc1ccc(NCCC(O)c2ccc(F)cc2)cc1 (stereo not given)	i	2.0	i
Nc1ncnc2c1ncn2CCOc1ccccc1	i	-4.4	i
Cc1ccc(-c2onc3ccc(C=O)cc23)cc1	i	2.1	i
O=C(CNC(=O)c1ccccc1Br)N/N=C/c1cc(Br)ccc1O	i	-0.5	i
Cc1ccc(CN2CCN(Cc3cn(C)nc3C)CC2CCO)o1 (stereo not given)	i	0.0	i
CC(/C=C\C=C\c1ccccc1)=N\NC(=O)c1cncc(Br)c1	i	-0.8	i
O=C(CSc1nc(-c2ccco2)cc(C(F)(F)F)n1)NCC1CCCO1 (stereo not given)	i	-1.8	i
O=C(CSc1nnnn1-c1ccc2c(c1)CCC2)NCc1cccs1	i	-0.7	i
N#C/C(=C(/O)c1ccc(Cl)cc1)c1nc2ccccc2[nH]1	i	-1.4	i
O=C(c1ccco1)N1CCC(N2CCN(c3ccccc3)CC2)CC1	i	1.7	i
O=C(C1CC1)N1CCc2cc(S(=O)(=O)NCCC3=CCCCC3)ccc21	i	-0.7	i
COC(=O)CC/C(O)=C1\C(=O)CC(C)(C)CC1=NCCc1nc2ccccc2[nH]1	i	0.2	i
CC1CCCCN1CCNC(=O)c1cc2c(=O)n(C)c3ccccc3c2n1C (stereo not given)	i	3.7	i
COc1ccc(OC)c(S(=O)(=O)CC(O)CS(=O)(=O)c2ccccc2)c1 (stereo not given)	i	0.1	i
Cc1c(Cl)cccc1NC(=O)c1ccccc1-c1ccccc1C(=O)O	i	-1.4	i
O=C(Nc1ccccc1)OCc1ccccn1	i	-0.6	i
CC(C)OC(=O)CN1C(=O)C(C)(C)Oc2ccc(C(=O)NC(C)(C)C)cc21	i	0.5	i
C#CCOC(=O)c1ccccc1C(=O)n1nnc2ccccc21	i	-1.0	i
COc1cc(S(=O)(=O)n2ccnc2)ccc1Br	i	-0.2	i
COc1ccc(-n2[nH]c(C)cc2=O)cc1	i	-0.4	i
CCN(C(=O)C1CC1)C1CCS(=O)(=O)C1 (stereo not given)	i	0.1	i
Cc1cccc(/C=N/NC(=O)c2ccc(Br)cc2)c1	i	-2.7	i
O=C(Oc1ccc(=O)n(-c2ccccc2)n1)c1ccc(F)cc1	i	3.1	i
COc1ccc(NC(=O)CSc2nc3sc4c(c3c(=O)n2-c2ccc(OC)cc2)CCN(C)C4)cc1	i	-0.7	i

Look-ups from the entries so far:
COc1cc(S(=O)(=O)n2ccnc2)ccc1Br in STK33 kinase inh = -0.2
CC1CCCCN1CCNC(=O)c1cc2c(=O)n(C)c3ccccc3c2n1C (stereo not given) in STK33 kinase inh = 3.7
O=C(CSc1nc(-c2ccco2)cc(C(F)(F)F)n1)NCC1CCCO1 (stereo not given) in STK33 kinase inh = -1.8
COC(=O)CC/C(O)=C1\C(=O)CC(C)(C)CC1=NCCc1nc2ccccc2[nH]1 in STK33 kinase inh = 0.2

Next part
SMILES	CHT inh	STK33 kinase inh	CHT allo act
O=C(c1cc(-c2cccs2)nc2ccccc12)N1CCN(S(=O)(=O)c2ccccc2)CC1	i	0.6	i
O=C(NC1CCCCC1)c1cc([N+](=O)[O-])ccc1N1CCCCC1	i	-0.8	i
CCOC(=O)c1cc(-c2ccc3c(c2)OCCO3)nc2c1c(C)nn2CCC#N	i	0.0	i
O=C(NCc1cccnc1)c1nn2cccnc2c1Cl	i	-1.4	i
COc1ccc(-n2c(/C=C(\C)O)nc(=O)c3c(C)cc(C)nc32)cc1	i	0.1	i
O=C(NCCc1ccc2c(c1)OCCO2)c1cc2ccccc2o1	-5.1*	-0.4	i
CCNC(=S)NNC(=O)c1ccc2ncccc2c1	i	-0.3	i
O=C1CCCN2N=C(SCC(=O)Nc3ccc([N+](=O)[O-])cc3)SC2=N1	i	-1.7	i
O=C(CN1CCN(c2ccccc2)CC1)NC(=O)NCc1ccco1	i	0.6	i
O=c1c2c(c(-c3ccccc3)nn1Cc1ccccc1)CCCC2	i	-0.6	i
CCCNC(=O)c1oc2ccc3c(c2c1C)C(O)CC(C)(C)O3 (stereo not given)	i	-0.3	i
Cc1c(Br)c([N+](=O)[O-])nn1CC(=O)Nc1c(C)n(C)n(-c2ccccc2)c1=O	i	-1.4	i
Cc1nc2ccccc2nc1N1CCOCC1	i	-1.1	i
Cc1ccccc1Nc1nc2nonc2nc1N1CCOCC1	i	-1.8	i
NC(=O)C1CCN(c2cc(Cl)nc(N)n2)CC1	i	-0.4	i
COc1ccc(-c2[nH]n(-c3ccc([N+](=O)[O-])cc3)c(=O)c2C=NCc2ccccc2)cc1	i	-0.1	i
COc1ccc(-n2nnnc2CNC(=O)C(=O)c2c(C)[nH]c3ccccc23)cc1	i	-1.3	i
Cc1ccc(-c2csc(N/N=C/C=C/c3ccccc3)n2)cc1	i	-0.4	i
O=C(Nc1nc2ccc(F)cc2s1)c1cccs1	i	1.1	i
CC1=NN(C(=O)c2ccc(Cn3nc(C)c(Br)c3C)cc2)C(O)(C(F)(F)F)C1 (stereo not given)	-8.1*	-2.4	i
COc1ccc(NC(=O)CCCn2cnc3ccccc3c2=O)c(OC)c1	i	-0.2	i
Cc1ccnc(NS(=O)(=O)c2ccc(NC(=O)C3CC=CCC3C(=O)O)cc2)n1 (stereo not given)	i	0.4	i
COc1ccc2oc(=O)c(C(=O)NC(C)c3ccccc3)cc2c1 (stereo not given)	i	-0.1	i
Cc1nnc(NC(=O)c2nc(S(=O)(=O)Cc3ccccc3)ncc2Cl)s1	-11*	·	i
COc1cc(C(=O)NCc2nnc(SCC(=O)N3CCCc4ccccc43)o2)cc(OC)c1OC	i	-0.1	i
N#CC1=C(N)Oc2nc(-c3ccccc3)[nH]c2C1c1cccnc1 (stereo not given)	i	1.0	i
Cc1cc(-c2ccccc2)nc2c(Br)c(C(=O)O)nn12	i	-1.2	i
CCN(CC)CCc1nc(-c2ccccc2)no1	i	0.7	i
COCCNc1oc(/C=C/c2ccccc2)nc1C#N	i	1.3	i
Cc1ccc(C(=O)CN2CCC(NC(=O)C3CCCCC3)CC2)cc1	i	1.8	i
CCN(C(=O)CCC(=O)N(CC)c1ccccc1)c1ccccc1	i	-1.4	i
COc1ccc(C2CC(C(F)(F)F)n3nc(CO)c(Cl)c3N2)cc1OC (stereo not given)	i	-0.3	i
CC(C)(C)OC(=O)NCCC(=O)N/N=C/c1ccc2ncccc2c1	i	0.0	i
O=C(Cc1ccc(Cl)cc1)Nc1cc(S(=O)(=O)N2CCOCC2)ccc1N1CCCC1	i	1.9	i
O=C(CN(C(=O)CCC(=O)Nc1nccs1)c1ccc(F)c(Cl)c1)NCc1ccco1	i	-1.4	i
Cc1c(Br)ccc(NC(=O)CCN2C(=O)C3C4CCC(C4)C3C2=O)c1C (stereo not given)	i	0.5	i
CC(=O)Nc1ccc(S(=O)(=O)NC2=NCN(CCOC(=O)c3ccccc3)CN2)cc1	i	-0.6	i
O=C(NC1CC1)c1ccc(COc2ccc(F)cc2)o1	i	-0.8	i
CC(C)Sc1nnc(Cn2c(=O)sc3ccccc32)n1-c1ccccc1	i	-0.7	i
OCCCN=C1CCCc2c1[nH]c1ccc(Cl)cc21	i	-0.1	i
COc1ccccc1NC(=O)Cc1noc(CSc2nnc(C)s2)n1	i	-0.7	i
Nc1ccc(C(=O)N2CCCC2)cc1CS(=O)(=O)c1ccc(Cl)cc1	i	-1.2	i
C/C(=N\NC(N)=O)C1CC(Cc2ccccc2)C(=O)O1 (stereo not given)	i	0.1	i
Nc1ncnc(Nc2cccc(C(F)(F)F)c2)n1	i	5.3	i
Cc1ccc(S(=O)(=O)CC(=O)N2CCN(c3cccc(C(F)(F)F)c3)CC2)cc1	i	-0.4	i
Cc1ccc(NC(=O)c2cccc(F)c2)cc1S(=O)(=O)N1CCCCCC1	i	-0.7	i
Cc1cc(C(=O)OCC(=O)NCc2ccco2)c(C)n1-c1ccccc1	-10*	-1.2	i
Cc1ccc2nc3c(cc(S(=O)(=O)c4ccccc4)c(=N)n3Cc3ccco3)c(=O)n2c1	i	-0.4	i
Cc1nn(C)cc1S(=O)(=O)Nc1ccc(C(F)(F)F)cc1	i	-1.0	i
C=C(C)COc1ccc(-c2[nH]ncc2-c2ccc(Br)cc2)c(O)c1	-5.5*	-0.7	i
COc1ccc(C)cc1NC(=S)NC(C)c1ccc(OC)c(OC)c1 (stereo not given)	i	-0.5	i
O=[N+]([O-])c1cc(CS(=O)(=O)Oc2ccc(Cl)cc2)c(O)c([N+](=O)[O-])c1	i	-0.9	i
CCOc1ccc(S(=O)(=O)Nc2cccc(OC)c2)cc1	i	-0.1	i
O=C(Nc1ccc(S(=O)(=O)NCc2ccccc2)cc1)C1CCCCC1	i	-1.2	i

2 compounds picked at random from those above:
SMILES	CHT inh	STK33 kinase inh	CHT allo act
O=C(Nc1ccccn1)C1CCN(S(=O)(=O)c2cccc3nonc23)CC1	i	-0.5	i
Cc1ccc(-c2onc3ccc(C=O)cc23)cc1	i	2.1	i

Full records as entered above.
Cc1nn(C)cc1S(=O)(=O)Nc1ccc(C(F)(F)F)cc1 across the screens: CHT inh: i; STK33 kinase inh: -1.0; CHT allo act: i
COc1ccccc1NC(=O)Cc1noc(CSc2nnc(C)s2)n1 across the screens: CHT inh: i; STK33 kinase inh: -0.7; CHT allo act: i

Screening data as filed in PubChem BioAssay.
